Screening data from PubChem.
D2 potentiator – HTS Assay for Positive Allosteric Modulators of the Human D2 Dopamine Receptor: Primary Screen for Potentiators; D(2) dopamine receptor (Homo sapiens), P14416; HEK293 T-REx D2, calcium flux, EC20 dopamine potentiation; potentiation, % at 10 µM; 340,000 tested, 0.34% active;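 active = potentiation over 3 SD above the plate norm, cut at about 30% in these data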; note: 0% is about no effect
Target sequence (P14416 whole entry, looked up): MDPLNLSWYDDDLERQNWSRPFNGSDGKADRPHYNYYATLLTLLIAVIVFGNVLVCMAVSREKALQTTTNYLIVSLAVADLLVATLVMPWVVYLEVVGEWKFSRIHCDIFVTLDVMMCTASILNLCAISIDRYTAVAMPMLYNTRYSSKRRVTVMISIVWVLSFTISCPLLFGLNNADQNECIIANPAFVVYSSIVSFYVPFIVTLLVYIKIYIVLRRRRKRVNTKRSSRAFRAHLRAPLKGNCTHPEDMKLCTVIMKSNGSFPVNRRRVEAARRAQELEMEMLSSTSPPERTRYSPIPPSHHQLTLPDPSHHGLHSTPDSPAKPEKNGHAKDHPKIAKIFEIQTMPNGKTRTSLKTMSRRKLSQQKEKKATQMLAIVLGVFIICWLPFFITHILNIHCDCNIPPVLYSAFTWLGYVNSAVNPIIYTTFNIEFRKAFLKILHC
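Using a no-wash calcium dye in inducible, force-coupled HEK293 Trex cells expressing D2, we tracked fluorescence each second for 180 s after compound, then for 180 s after EC20 dopamine to detect augmented signalling.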
D1 potentiator – Potentiators of Human D1 Dopamine Receptor: qHTS | HEK293 TREx D1 cells, calcium flux, dopamine EC20 potentiation | potentiation, % at 10 µM | 360,000 tested, 0.036% active; in the data active = potentiation above about 30%; note: 0% is about no effect
D1 antag – Antagonist of Human D 1 Dopamine Receptor: qHTS | HEK293 TREx D1 cells, calcium flux, dopamine EC80; active compounds read low | 360,000 tested, 3.2% active | activity change, negative = inhibition, % at 10 µM | D(1A) dopamine receptor (Homo sapiens), P21728; in the data active = activity change below about -30%; note: % is set by controls: 0 for no effect and ±100 for the full control effect
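Using tetracycline-induced force-coupled D1 Hek293 cells and a calcium dye, signals were followed for 180 s after compound, then for 180 s after EC80 dopamine, to detect inhibitors.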
Vif-A3G inh – qHTS for Inhibitors of Vif-A3G Interactions: qHTS; Potency, µM (titrated, usually from 46.1 µM), for the others: at the top dose activity, negative = active, most hits filed as inhibitors; AID 602310, 2012; 410,000 tested, 0.076% active; DNA dC->dU-editing enzyme APOBEC-3G (Homo sapiens), Q9HC16; HeLa A3G-eYFP + Vif (tagged APOBEC3G with the HIV-1 protein that degrades it), YFP fluorescence, overnight;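 note: potency is the fitted concentration of half-maximal effect; % is set by controls: 0 for no effect and ±100 for the full control effect; nearly all actives have a fitted effect of over 60% in size; hits raise eYFP signal because A3G escapes Vif-driven loss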
Target sequence (Q9HC16 whole entry, looked up): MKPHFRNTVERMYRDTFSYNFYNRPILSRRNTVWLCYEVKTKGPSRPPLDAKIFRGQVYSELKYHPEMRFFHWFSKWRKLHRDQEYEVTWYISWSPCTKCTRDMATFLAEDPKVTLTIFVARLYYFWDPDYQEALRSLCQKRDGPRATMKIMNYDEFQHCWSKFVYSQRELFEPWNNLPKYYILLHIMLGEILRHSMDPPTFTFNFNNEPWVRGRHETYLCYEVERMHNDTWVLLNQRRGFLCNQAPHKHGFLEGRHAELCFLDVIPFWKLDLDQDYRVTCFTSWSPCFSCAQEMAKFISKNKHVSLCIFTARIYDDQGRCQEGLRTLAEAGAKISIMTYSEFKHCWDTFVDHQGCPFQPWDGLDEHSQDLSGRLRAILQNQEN
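HeLa cells stably expressing Vif and C-terminally eYFP-tagged A3G, seeded overnight at 37 deg C, then exposed to compound by pintool overnight at 37 deg C. Rise in yellow fluorescence (Ex 488/Em 500-530, Acumen) marks blocked Vif-driven A3G degradation.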
RXFP1 ag – qHTS Assay for Agonists of the Relaxin Receptor RXFP1; Potency, µM (titrated, usually from 57.5 µM), for the others: at the highest dose activation, usual class: activators; Relaxin receptor 1 (Homo sapiens), Q9HBX9; HEK293T-RXFP1 cAMP TR-FRET, 30 min; response scale: percent of porcine relaxin response, buffer zero; 370,000 tested, 0.3% active; note: potency is the fitted concentration of half-maximal effect; % is set by controls: 0 for no effect and ±100 for the full control effect; nearly all actives have a fitted effect of over 60% in size; many of its hits are not listed in these tables
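HEK293 cells stably expressing RXFP1, treated 30 min at 37C with compounds plus PDE4 inhibitor Ro 20174; cAMP measured by HTRF TR-FRET. Normalized to buffer and 29 nM porcine relaxin; EC50 by Hill fit.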
GRP78 ERSR act – qHTS for Inducers of the Endoplasmic Reticulum Stress Response (ERSR) in Human Glioma: qHTS. U87-MG GRP78 promoter luciferase reporter, 16 h. Potency, µM, for inactives: at the highest dose activation, usual class: activators. 420,000 tested, 0.02% active; note: potency is the fitted concentration of half-maximal effect; series mostly up to about 76 µM; % of control where 0% means no effect; nearly all actives have a fitted effect of over 35% in size
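ERSR induction read as luciferase luminescence (Bright-Glo, 10 min at room temperature) in stably transfected human U87-MG glioma cells exposed to compounds for 16 h, using GRP78 as sensor.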
D1 ag – Allosteric Agonists of the Human D1 Dopamine Receptor: qHTS; 360,000 tested, 1% active; D(1A) dopamine receptor (Homo sapiens), P21728; activation, % at 2 µM; HEK293 T-REx D1 cells, calcium flux, agonist mode; in the data active = activation above about 30%; note: 0% is about no effect
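Tetracycline-induced HEK293 TREx D1 cells, force-coupled to calcium signalling, were dye-loaded with a no-wash calcium kit. Compound was pin-added after a 10 s baseline. Fluorescence was read kinetically at 1 cycle/s for 180 s, with calcium rises flagged as agonism.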
Vif-APOBEC3F blk – qHTS for Inhibitors of Vif-A3F Interactions: qHTS; HeLa A3F-eYFP + Vif (tagged APOBEC3F with the HIV-1 protein that degrades it), YFP fluorescence increase; Potency, µM (titrated, usually from 46.1 µM), without a hit: at the highest dose activity, negative = active; 390,000 tested, 0.2% active; AID 602313, 2012; note: potency is the fitted concentration of half-maximal effect; % of control where 0% means no effect; nearly all actives have a fitted effect of over 65% in size
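HeLa cells stably expressing Vif plus C-terminally eYFP-tagged A3F were seeded, incubated overnight at 37 deg C, dosed with compound, incubated overnight again at 37 deg C. Yellow fluorescence (Ex 488/Em 500-530) reported blocked Vif-mediated A3F-eYFP degradation.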
RXFP1 antag – qHTS Assay for Antagonists of the Relaxin Receptor RXFP1 | Relaxin receptor 1 (Homo sapiens), Q9HBX9 | HEK293-RXFP1, relaxin-stimulated cAMP HTRF, 30 min; active compounds read low | activity change, negative = inhibition, % at 57.5 µM | 350,000 tested, 0.59% active | AID 1259400, 2018;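 active = activity change of -60% or lower, but not beyond a set lower limit; inconclusive = change between -60% and -40%, or beyond the set limit; inactive = change above -40%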; note: % is set by controls: 0 for no effect and ±100 for the full control effect
* = called active by the depositor; ? = inconclusive; / = no result given. Unless noted, calls come from the whole dose curve; as a rule, active = well fitted curve in the direction sought with a large enough effect; inconclusive = small, poorly fitted or top-dose-only effect, or another doubt; inactive = no such curve, though single readings can be large; an effect the other way counts as inactive or inconclusive.

SMILES | D2 potentiator | D1 potentiator | D1 antag | Vif-A3G inh | RXFP1 ag | GRP78 ERSR act | D1 ag | Vif-APOBEC3F blk | RXFP1 antag
Cc1cc(S(=O)(=O)N(Cc2ccccn2)Cc2ccco2)ccc1-n1cnnn1 | 7.1 | -2.0 | -18.5 | -0.6% | 1.4% | -3.2% | 1.1 | -8.0% | 5.0
Cc1ccc(OCC(=O)Nc2ccc(N3CCN(S(C)(=O)=O)CC3)cc2)cc1C | 14.2 | -2.4 | 12.7 | -2.2% | -0.4% | -2.6% | 3.1 | 3.5% | -1.9
CN(CC(=O)N1CCN(Cc2ccccc2)CC1)S(=O)(=O)c1cccc2nsnc12 | -4.9 | -2.0 | -1.0 | 0.8% | 0.8% | -4.2% | 8.7 | 2.3% | -0.2
CC(=O)C1(C)N(O)C(C)(C)C(c2cccs2)=[N+]1[O-] (configuration not stated) | 1.6 | -2.7 | -4.5 | 0.1% | 5.0% | -0.7% | 1.1 | 0.4% | 2.8
Nc1ccc(Oc2ccccc2-c2ccccc2)cc1 | / | / | / | -6.3% | / | -17.8% | / | 1.9% | -6.1
COc1cccc(/C=C2/C(=O)NN(c3ccc(Br)cc3)C2=O)c1O | 17.9 | 2.1 | 0.3 | -16.7% | -1.5% | 0.4% | 6.1 | -2.8% | -1.8
CCC(=O)Nc1nc2c(s1)COc1ccccc1-2 | -9.6 | -2.6 | -25.9 | -1.7% | 0.0% | -0.5% | 2.4 | 3.1% | 3.6
O=C(COc1ccc([N+](=O)[O-])cc1)NCCc1nc2ccccc2[nH]1 | -2.1 | -2.6 | -18.6 | -1.6% | -0.6% | -2.4% | 0.2 | 6.8% | 9.3
C/C(=N\Nc1nc2c(s1)CCCC2)c1ccccc1 | 10.0 | -4.6 | 1.4 | 0.4% | 0.4% | -6.3% | -2.7 | 0.2% | 1.2
CC(=NCC1CCCO1)C1=C(O)CC(C)(C)CC1=O (configuration not stated) | 4.1 | -3.2 | -11.0 | 2.0% | 0.3% | -3.6% | 3.4 | -3.9% | 11.2
O=C(NNc1ccc([N+](=O)[O-])cc1)Nc1ccccc1 | -4.6 | 8.7 | -14.3 | 0.7% | 0.8% | 0.4% | -1.7 | -17.7% | 2.7
O=c1[nH]c(NCCCO)nc2c1C1(CCCC1)Cc1ccccc1-2 | -11.0 | -2.1 | 18.2 | 1.2% | 2.9% | -4.0% | 2.9 | -0.9% | -10.3
CCOc1cc(C#N)c(NC(=O)Cn2nnc3ccccc32)cc1OCC | -4.8 | -0.7 | -11.9 | -3.8% | -0.7% | -1.4% | 2.1 | 2.2% | -12.7
O=C(NNC(=S)Nc1ccccc1Cl)c1ccccc1Cl | 10.8 | -7.8 | -3.1 | 3.5% | -1.0% | 2.6% | 3.4 | -3.1% | -20.5
O=C(Nc1ccc(Cl)c(C(F)(F)F)c1)c1cc2nc(-c3ccc4c(c3)OCO4)cc(C(F)(F)F)n2n1 | -11.7 | -4.2 | -12.5 | -0.7% | 6.0% | -2.3% | 0.4 | 0.1% | -2.1
O=C1ON=C(c2ccc([N+](=O)[O-])cc2)/C1=C/c1ccccc1O | 17.8 | 6.4 | -8.6 | -22.9% | 0.4% | 0.6% | 1.8 | -7.5% | -3.2
O=S(=O)(c1cccs1)N1CCN(c2ncccn2)CC1 | -0.1 | 6.8 | -0.6 | -7.8% | 0.2% | -1.3% | 0.2 | -1.2% | 6.4
CCc1cccc2c(C(=O)C(NCCOC)c3ccccc3)c[nH]c12 (configuration not stated) | -10.1 | -5.5 | -16.8 | 0.1% | 3.4% | -3.3% | 14.3 | 0.7% | 7.1
CCOC(=O)C1C(=O)NC(c2ccccc2)=NC1c1ccc(F)cc1 (configuration not stated) | 13.8 | -2.1 | -27.2 | 0.0% | -0.4% | -3.3% | 3.6 | 6.3% | 1.6
CN(C)C(=O)COC(=O)c1cccc(S(=O)(=O)Nc2ccc(OCc3ccccc3)cc2)c1 | / | / | / | 1.0% | / | -4.2% | / | 9.3% | -26.3
O=C(O)c1ccccc1-c1nc2cc(Cl)ccc2c(=O)n1O | 2.3 | -0.5 | -7.3 | 3.4% | -1.7% | -2.9% | 1.0 | -6.8% | 13.1
COc1ccc(CN(C)C(=O)CNC(=O)c2sc3ccccc3c2Cl)c(OC)c1 | / | / | / | 4.2% | / | -3.8% | / | 1.3% | -3.0
CCC(=O)NCCN1CCN(C(=O)CC)CC1 | -2.9 | -2.7 | 3.5 | -7.9% | 2.8% | -1.9% | 4.3 | -2.7% | -6.1
COCCNC(=O)C(c1ccc(C)o1)N(Cc1ccccc1)C(=O)Cn1nnc2ccccc21 (configuration not stated) | -1.0 | 1.2 | -0.6 | 4.0% | 0.7% | 2.0% | 0.4 | -10.0% | -8.3
CC(C)N(C(=O)CSc1nc2ccc(Cl)cc2[nH]1)c1ccccc1 | 11.9 | 1.1 | -43.9* | / | -4.1% | / | 20.4 | / | -16.4
COCCCn1c(=O)c2ccccc2n(Cc2ccc(C)cc2)c1=O | -0.3 | -0.7 | 0.4 | -0.2% | 0.5% | -0.4% | 0.7 | -1.0% | -6.2
CC1(C)OC(c2ccccc2)=C/C(=C/C=N/NC(=O)c2ccncc2)O1 | / | 3.3 | -16.9 | -1.3% | -0.3% | -3.5% | 3.8 | -10.1% | -15.5
CCOC(=O)c1cc(C#N)c(=S)[nH]c1C | 20.9 | 6.5 | 2.9 | 1.7% | ? | 0.7% | 4.7 | 4.2% | 14.5
Cc1cc(C(=O)NC2CCCc3c2cnn3-c2cccc(C)c2C)c(C)o1 (configuration not stated) | 10.9 | 7.8 | -26.2 | -7.0% | 2.5% | -8.2% | 12.1 | 1.7% | -2.5
CCc1ccc(OCc2nnc(SCC(=O)NCc3ccco3)o2)cc1 | 3.1 | -10.8 | -1.6 | -1.0% | -0.4% | -4.1% | 1.3 | / | -6.6
CC(=O)c1cccc(NC(=O)NC2CCCCCCC2)c1 | -6.4 | 2.0 | -10.9 | 4.9% | 0.0% | 6.0% | 4.9 | 1.7% | -1.8
CC(=O)NC(Cc1ccc(F)cc1)C(=O)NC1CCN(C(=O)Nc2ccc(F)cc2)CC1 (configuration not stated) | / | 0.8 | -3.8 | -1.1% | 0.9% | -4.3% | 0.5 | 9.3% | -2.0
C[C@H](NC(=O)C1CC(=O)N(c2ccc3c(c2)OCO3)C1)C(=O)NC1CCCC1 (some centres not stated) | 1.0 | -7.0 | -13.2 | 4.3% | 4.0% | 3.4% | 2.4 | -13.5% | 8.4
CNC(=O)c1c(NC(=O)/C=C/c2ccccc2)sc2c1CCC2 | -4.6 | -1.9 | -6.3 | 2.0% | 0.3% | 2.4% | -0.5 | -6.1% | /
CCN=C1SC(CC(=O)NCC)C(=O)N1CC (configuration not stated) | -1.1 | -4.2 | 2.0 | -2.8% | 0.1% | -4.6% | -0.7 | -1.0% | -2.9
CCCc1cc(=O)[nH]c2nnc(SCC(=O)NC3CCCC3)n12 | 1.4 | -2.5 | 0.7 | -2.2% | -0.5% | -3.5% | 0.6 | 12.9% | -10.0
O=C(Nc1sc2c(c1C(=O)O)CCC2)c1ccccc1F | 7.5 | -0.8 | 1.7 | -2.4% | -2.6% | 3.8% | 1.3 | -15.9% | -13.2
Cc1ccc(-c2nn(-c3ccccc3)cc2/C=C/C(=O)OCC(=O)NC2CC2)o1 | -6.5 | -5.2 | -12.5 | -8.5% | 14.7% | -6.4% | 3.6 | 5.1% | 13.4
CC(CCc1ccccc1)N1CCN(C)CC1 (configuration not stated) | -10.8 | -6.5 | 4.9 | -0.5% | 0.1% | -2.6% | 5.0 | 2.8% | 12.0
O=C(CSC1CCCCC1)Nc1nccs1 | 1.2 | 2.6 | -3.5 | -0.4% | 0.1% | 0.7% | 0.5 | 2.9% | 0.3
O=C1CC(c2cccc(F)c2)SC(N(c2ccccc2)c2ccccc2)=N1 (configuration not stated) | 21.7 | 1.6 | 9.4 | -1.3% | -4.3% | -0.6% | -0.7 | -4.4% | 16.4
O=C1c2cccc3cccc(c23)C(=O)N1Nc1ccccc1 | 3.9 | 3.4 | 1.7 | 3.4% | -0.7% | -4.5% | 0.8 | ? | -1.5
COc1ccc(OC)c(C2C(C(=O)Nc3ccc(C)cc3)=C(C)Nc3nnnn32)c1 (configuration not stated) | 6.8 | -4.0 | 1.8 | 2.9% | 4.7% | -0.3% | 0.8 | 1.0% | /
Cc1cccc(-c2c3c(=O)n(C)c(=O)n(C)c3cn2CC2CCCO2)c1 (configuration not stated) | 3.2 | -2.0 | -2.7 | -5.2% | 3.3% | -1.7% | 2.5 | -2.7% | -14.4
CC1CC(=O)N(CC(=O)Nc2ccc(F)cc2)c2ccccc2S1(=O)=O (configuration not stated) | -1.6 | 4.1 | 13.2 | -1.1% | 0.5% | -6.8% | 0.5 | 0.5% | -9.0
Cc1ccc(S(=O)(=O)N(CC(=O)Nc2ccc(F)cc2F)Cc2ccc(F)cc2)cc1 | 9.0 | -3.1 | 0.3 | 1.2% | 2.9% | -3.2% | 4.1 | 8.2% | /
CCOc1ccc(NC(=O)CSc2n[nH]c(=O)n2-c2ccccc2)cc1 | 5.7 | -2.9 | 1.6 | 1.4% | 2.4% | -5.6% | 1.3 | -2.8% | -1.4
Cc1nn(-c2ccc(C(=O)NCC(c3ccco3)N3CCCC3)cc2)c(C)c1Cl (configuration not stated) | / | -4.3 | 19.8 | -11.4% | -0.1% | -2.3% | 7.4 | 2.7% | -8.6

These rows are one share of the data; rates above refer to the full screens.
